# High-throughput results (PubChem BioAssay)
# LRH-1 inv ag: LRH-1 (NR5A2) inverse agonists, primary screen, cell-based, luminescence, HEK293T, StAR-luciferase reporter; LRH-1 transfected, 24 h; inhibition, % at 3.6 µM; hit rate 0.13% among 360,000;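 active means inhibition above the mean inhibition of all tested compounds plus 3 SD, cut at about 73% in these data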;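 further: 0% = DMSO wells and 100% = reporter-only cells lacking LRH-1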
# Target sequence (O00482 whole entry, looked up): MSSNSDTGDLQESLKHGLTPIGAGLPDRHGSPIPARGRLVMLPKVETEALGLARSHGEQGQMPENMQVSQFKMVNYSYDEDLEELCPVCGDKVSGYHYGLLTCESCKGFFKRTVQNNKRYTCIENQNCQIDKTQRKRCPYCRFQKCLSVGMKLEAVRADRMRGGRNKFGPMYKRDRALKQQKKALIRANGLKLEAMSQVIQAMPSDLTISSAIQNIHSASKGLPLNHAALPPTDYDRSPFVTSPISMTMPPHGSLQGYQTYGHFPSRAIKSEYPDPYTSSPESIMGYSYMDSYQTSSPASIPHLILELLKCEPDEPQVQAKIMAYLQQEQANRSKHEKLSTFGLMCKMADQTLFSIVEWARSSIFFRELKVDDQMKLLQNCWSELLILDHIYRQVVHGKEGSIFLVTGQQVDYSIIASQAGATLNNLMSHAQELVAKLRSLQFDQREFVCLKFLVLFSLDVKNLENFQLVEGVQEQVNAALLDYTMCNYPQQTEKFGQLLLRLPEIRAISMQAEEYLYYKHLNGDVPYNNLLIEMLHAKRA
# NCOA3 inh: SRC3 coactivator transcriptional activity inhibitors, primary screen, cell-based, luminescence | Nuclear receptor coactivator 3 (Homo sapiens), Q9Y6Q9 | HEK293 GAL4-SRC3 luciferase reporter | inhibition, % at 3.6 µM | hit rate 0.17% among 360,000 | AID 588352, 2011;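 active means inhibition above a per-campaign cutoff, the mean of all compounds plus 3 SD, cut at about 60% in these data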;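 further: 0% = DMSO-treated cells and 100% = gossypol-treated cells at 36 µM; higher means less SRC3-driven luciferase light from the GAL4 reporter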
# TRAIL sens C8: viability loss with TRAIL in NB7+C8 cells, primary screen, TRAIL sensitizer project, cell-based, ATPlite luminescence | hit rate 1% among 360,000 | inhibition (viability loss, TRAIL sensitization), % at 10 µM | AID 624354, 2012;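 active means compounds causing at least 50% loss of cell viability in the single-dose screen, relative to plate controls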
# NCOA2 inhibitor: inhibition of GAL4-SRC2 driven luciferase reporter, primary screen, SRC2 inhibitor project, cell-based, luminescence. HEK293 GAL4-SRC2 luciferase reporter. inhibition, % at 9 µM. hit rate 0.17% among 370,000. AID 651957, 2012;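 active means inhibition above the mean inhibition of all tested compounds plus 3 SD, set per campaign, cut at about 52% in these data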;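 further: 0% = DMSO treated cells and 100% = cells given Gossypol at 36 µM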
# EBV LMP1 NFkB: EBV LMP1-driven NF-kappaB luciferase reporter inhibitors, primary screen, cell-based, luminescence, single point; LMP1-induced NF-kappaB luciferase reporter cells; inhibition, % at 12.5 µM; hit rate 0.69% among 350,000; in the data active means inhibition above about 41%;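 further: 0% = neutral control wells and 100% = reference inhibitor control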
# TLR9-MyD88 block: inhibitors of TLR9-MyD88 association in cells, primary screen, cell-based, CHO, BLA complementation, fluorescence; Toll-like receptor 9 (Homo sapiens) + Myeloid differentiation primary response protein …; CCF4 FRET ratio; inhibition, % at 4.98 µM; hit rate 0.21% among 340,000;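 active means inhibition above the mean over all tested compounds plus 3 SD, cut at about 21% in these data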;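 further: 0% = DMSO only wells and 100% = clavulanate BLA inhibitor control wells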
# TROY signal inh: inhibitors of TROY-driven NF-kB signaling, primary screen, Q293 LMP1-TROYcd cells, NF-kB luciferase, uHTS | Q293 LMP1-TROYcd NF-kB luciferase reporter, 4 h | inhibition, % at 10 µM | hit rate 0.98% among 360,000;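 active means compounds whose plate-normalised and pattern-corrected inhibition of the luciferase reporter signal at the single screening dose is 50% or more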
# NOD2 RIPK2 PPI: NOD2-RIPK2 binding disruptors in cells, primary screen, fluorescence, CHO cells, BLA complementation. Receptor-interacting serine/threonine-protein kinase 2 (Homo sapiens), O43353. CCF4 ratio. inhibition, % at 4.98 µM. hit rate 0.38% among 360,000. AID 624267, 2012; in the data active means inhibition above about 21%;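 further: 0% = vehicle only and 100% = reference blocker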
# NCOA1 inh: SRC1 coactivator transcriptional activity inhibitors, primary screen, cell-based, luminescence | hit rate 0.12% among 360,000 | AID 588354, 2011 | HEK293 GAL4-SRC1 luciferase reporter | inhibition, % at 3.6 µM | Nuclear receptor coactivator 1 (Homo sapiens), Q15788;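 active means inhibition above the campaign mean plus 3 SD, with each screening campaign given its own cutoff, cut at about 60% in these data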;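 further: 0% = DMSO treated cells and 100% = gossypol at 36 µM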
# Vif imaging: HIV Vif self-association inhibitors, primary screen, imaging, HEK293T, single point | HEK293T cells, Vif self-association by quenched fluorescence, 24 h | inhibition, % at 7.49 µM | hit rate 0.35% among 340,000; in the data active means inhibition above about 50%, passing the limit was not always enough; further: some results filed as inactive read as strong as hits
# COUP-TFII inh: NR2F2 transcriptional activity inhibitors, primary screen, cell-based, luciferase reporter, HEK293T, luminescence; COUP transcription factor 2 (Homo sapiens), P24468; HEK293T NGFI-A luciferase reporter; inhibition, % at 8.6 µM; hit rate 0.7% among 370,000;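 active means inhibition above a per-plate cutoff, mean inhibition of test wells between control levels plus 3 SD, cut at about 38% in these data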;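 further: cells cotransfected with COUP-TFII expression vector driving the NGFI-A reporter; 0% = median of COUP-TF2 test wells and 100% = reporter-only cells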
# Target sequence (P24468 whole entry, looked up): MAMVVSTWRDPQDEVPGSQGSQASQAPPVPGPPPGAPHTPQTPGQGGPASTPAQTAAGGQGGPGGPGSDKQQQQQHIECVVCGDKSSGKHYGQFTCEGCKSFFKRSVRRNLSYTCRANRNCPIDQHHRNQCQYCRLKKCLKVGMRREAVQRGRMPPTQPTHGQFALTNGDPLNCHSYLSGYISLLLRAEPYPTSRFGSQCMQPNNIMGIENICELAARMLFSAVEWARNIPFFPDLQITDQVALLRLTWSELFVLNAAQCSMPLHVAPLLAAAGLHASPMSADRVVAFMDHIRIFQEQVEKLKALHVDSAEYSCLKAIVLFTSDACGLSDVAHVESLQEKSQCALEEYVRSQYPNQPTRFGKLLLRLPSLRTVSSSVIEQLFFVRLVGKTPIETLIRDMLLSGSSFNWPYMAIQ
# Numbers without * were called inactive; . = not tested or not shown. Some of the compounds tested (hit frequency here may not be typical).
SMILES,LRH-1 inv ag,NCOA3 inh,TRAIL sens C8,NCOA2 inhibitor,EBV LMP1 NFkB,TLR9-MyD88 block,TROY signal inh,NOD2 RIPK2 PPI,NCOA1 inh,Vif imaging,COUP-TFII inh
O=C(CN1C(=O)NC2(CCCCCCC2)C1=O)NCc1ccccc1,8,-4,-9,-4,-7,11,1,1,-15,.,11
COc1ccc2c(c1)C(=O)C(=O)N2,3,-4,1,-16,-9,2,7,-13,-14,-1,-19
O=C1c2ccccc2N(Cc2ccc(Cl)cc2)C2=NCCN12,6,11,-1,-13,6,4,4,1,-6,-3,-10
O=C(O)c1ccccc1C(=O)O,-9,16,6,-22,-1,-4,20,2,-7,4,4
CCOc1ccccc1N1CCN(CC(=O)N(CC(C)C)c2c(N)n(CC(C)C)c(=O)[nH]c2=O)CC1,-6,9,-21,-15,2,3,3,-9,16,-5,-13
O=C(CSc1nc(-c2ccccc2)c(-c2ccccc2)[nH]1)N1CCN(S(=O)(=O)c2ccccc2)CC1,-15,1,6,0,4,-9,16,2,1,-9,15
O=C(Nc1ccc(Oc2ccccc2)nc1)C1CCCCN1Cc1ccco1 (stereo not drawn),6,6,20,-3,-8,-8,-11,13,13,.,8
CCn1cc(C(=O)OCC(=O)c2ccc(Cl)cc2)c(=O)c2ccc(C)nc21,-18,7,2,14,0,-10,6,-8,-18,-3,-11
Cc1ccc(CCNC(=O)CN2C(=O)COc3ccc(S(=O)(=O)N4CCCCC4)cc32)cc1,-1,-3,1,-11,-11,-11,-10,8,-14,1,5
CCC(C)NS(=O)(=O)c1ccc(S(=O)(=O)N(CCc2ccc(OC)c(OC)c2)Cc2cccs2)cc1 (stereo not drawn),15,-5,17,29,13,-10,31,-4,-8,-41,58*
C=CCOC(=O)C1=C[C@H](c2coc3ccccc3c2=O)C[C@H](OCCCCO)O1,-21,0,1,-13,2,1,-1,-1,-6,0,-8
CCCCC1(C(=O)OCC)CC(CSC(=N)N)OC1=O (stereo not drawn),-10,-8,6,21,0,6,1,-8,-2,-5,36
CCc1ccc2nc(N(CCN(C)C)C(=O)c3ccc4ccccc4c3)sc2c1,-4,-11,-15,.,0,-11,-15,-8,-1,12,.
CC(C)n1nnnc1C1c2ccccc2C(=O)N1C1CC1 (stereo not drawn),7,.,-11,-2,.,.,-9,-2,.,.,-14
Cc1nnc(SCC(=O)Nc2cc(S(C)(=O)=O)ccc2Cl)n1Cc1ccccc1,21,-17,-6,-21,1,-5,-5,-1,9,8,-2
O=C(c1coc(=O)c2ccccc12)N1CCN(Cc2ccccc2)CC1,-16,-12,0,-9,1,8,-14,6,-3,.,1
Cc1cccc(NC(=O)CN2C(=O)CNC2=O)c1,2,-6,-12,-7,5,-7,-3,-7,-2,13,-5
O=C(NC1CCCCC1)c1nc(C2CCNCC2)oc1-c1ccccc1,-3,10,9,4,.,.,12,12,17,4,-5
CSCC[C@H](NC(=O)NCc1ccccc1F)C(=O)O,11,20,-10,-2,-16,-7,-6,-7,9,-37,-8
CN1CCN(NC(=O)c2ccc(Cl)c(S(=O)(=O)Nc3ccc(Cl)cc3)c2)CC1,-21,11,-8,-4,7,0,-26,-9,10,2,11
COc1cccc(/C=N/NC(=O)C(=O)NCc2cccnc2)c1O,17,24,18,5,-7,6,-11,4,7,3,-10
CCC(=O)Nc1cc(C(F)(F)F)ccc1N1CCCC1,-11,11,-1,16,1,-5,6,2,-14,-3,-14
COc1cc(/C=C2\SC(N)=NC2=O)ccc1OCC(=O)Nc1ccc(C)cc1,1,-66,13,-29,-27,-2,-21,8,-61,27,-42
CN(CC(=O)Nc1ccccc1[N+](=O)[O-])Cc1ccc(Br)cc1,-13,22,-15,19,-10,2,-15,1,-3,-8,-2
COc1ccc(CN2C(=O)CCC(C(=O)O)C2c2ccccc2)cc1 (stereo not drawn),23,3,-4,-12,0,0,-8,-9,-1,.,3
O=C(CN1C(=O)C(=O)N(Cc2ccco2)C1=O)Nc1ccccc1,-13,-2,3,3,-2,7,5,-11,-11,17,4
O=C(Nc1ccccc1C(=O)N1CCOCC1)C1CC(=O)N(c2ccc(F)cc2)C1 (stereo not drawn),11,21,-21,6,1,3,6,1,8,0,5
O=C(N/N=C/C=C/c1ccccc1)NC1CCCCC1,-36,14,-6,-15,-8,3,-25,-2,-4,.,-2
CN1CCN(C(=O)c2ccc3c(=O)n(-c4ccc(F)cc4)c(=S)[nH]c3c2)CC1,-20,2,8,9,-7,10,-9,-8,-3,-5,-6
CCOC(=O)C1(Cc2ccccc2)CCN(Cc2cnn(CC)c2)CC1,20,8,4,9,-2,3,2,4,-4,2,14
COc1c(C=O)c(CCN(C)C(=O)c2ccc(F)cc2)cc2c1OCO2,-5,19,-10,0,0,-2,-24,-1,-31,-9,5
Cc1ccccc1OCC(=O)Nc1ccc([N+](=O)[O-])cc1,-26,-11,10,-14,-1,9,-36,2,-34,13,-13
CC1CCCCC12NC(=O)N(CC(=O)c1ccc(Cl)s1)C2=O (stereo not drawn),-21,8,-15,-6,3,-2,12,1,-22,6,13
Clc1ccc(C2CC(c3ccco3)n3ncnc3N2)cc1Cl (stereo not drawn),21,4,-3,10,-12,-2,16,13,15,-21,-6
CCc1nc2ccc(C(=O)NCCOc3ccc(OC)cc3)cn2c1N(CC)CCN(C)C,-13,-33,-8,-25,.,.,5,0,6,-5,-14
CC/C(=N\O)c1c(O)c2c(n(-c3ccccc3)c1=O)CCCC2,0,-2,5,-12,-14,2,10,-7,-2,-3,-16
CCCNC(=O)c1cc(SC)ccc1Cl,-25,10,10,-2,1,-4,1,-2,6,-4,1
CCc1nnc(NC(=O)CSc2nnc(Cc3ccccc3)o2)s1,12,-15,15,-9,-12,3,-7,4,-15,3,9
O=C(/C=C/c1cccs1)Nc1ccc([N+](=O)[O-])cc1,-27,-58,0,-22,-26,3,-44,-8,-68,2,-35
Cc1ccc2nc(SCC(=O)Nc3cc(C(F)(F)F)ccc3N3CCOCC3)[nH]c2c1,40,1,3,30,4,4,40,34*,3,1,-29
CC1=Nn2c(nc3sc4c(c3c2=O)CCCC4)SC1,-37,-50,7,-26,-7,11,-38,-1,-38,.,-21
COc1ccc(C(c2nnnn2Cc2cccs2)N2CCN(c3ccccc3F)CC2)cc1OC (stereo not drawn),13,-21,11,-15,-3,-1,-3,-9,3,1,-8
CCCCN(C(=O)Cc1cccc(F)c1)c1c(N)n(CCC)c(=O)[nH]c1=O,12,15,36,4,-6,-7,-10,-5,-28,-8,12
NCCCC[C@H]1CN=C(N)N1CCCCC1CCCCC1,7,0,13,-16,1,-6,-17,-2,-9,-1,-1
Cc1ccc(NC(=O)C2CCCN(c3ncnc4c3nc3n4CCCCC3)C2)nc1 (stereo not drawn),-31,-7,-3,-15,-10,-16,4,-4,-6,-1,-4
CCN1CCN(C(=O)NC(c2ccc(C)c(F)c2)C(Cl)Cl)CC1 (stereo not drawn),-6,-2,-7,-21,2,0,7,1,-16,14,-2
CC1CCCN(C(=O)COC(=O)Cc2c[nH]c3ccccc23)C1 (stereo not drawn),31,12,-2,-4,-5,-10,-3,0,9,-9,12
Cc1ccc(C(=O)OCC(=O)NC2CCCCC2)o1,-15,-2,-21,-8,-2,-4,19,-2,-7,-7,21
O=C1c2ccccc2C(=O)c2c1ccc(C(=O)N1CCCCC1)c2NCCO,-1,-1,-6,-12,9,-9,-12,0,-17,-15,26
CC1CN(C(=O)CN2C(=O)NC3(CCCCCC3)C2=O)CC(C)O1 (stereo not drawn),0,6,-2,16,5,-3,4,-13,2,-7,5
CN1CC(COCc2ccccc2)Oc2ccccc2S1(=O)=O (stereo not drawn),-2,2,-7,19,-4,0,-7,-4,-7,.,5
CCc1ccc2c(CN3CCc4cc(OC)c(OC)cc4C3)cc(=O)oc2c1,-4,10,1,17,-1,7,31,-5,-2,-18,-8
CC1(C(=O)N2Cc3ccccc3C2)CCN1C(=O)Cc1ccccc1 (stereo not drawn),12,4,-8,-3,.,.,-9,8,3,3,5
Cc1ccccc1-n1c(C)nnc1SCC(=O)NC1CCCc2ccccc21 (stereo not drawn),4,4,-4,-1,2,-3,10,-1,-9,-1,-2
CCCCCC(=O)N1C[C@H](O)[C@@H](n2cc(C3CC3)nn2)C[C@@H]1c1ccc(C)cc1,-5,1,5,-20,1,6,-2,4,-1,2,0
COC(=O)C1=C(N)Oc2cc(C)n(Cc3cccnc3)c(=O)c2C1c1ccc(OC)c(OC)c1 (stereo not drawn),15,-9,-4,-13,3,-2,-1,-11,-40,2,-9
NC(=O)CSc1nnc(COc2cccc3ccccc23)o1,-9,-1,-1,-17,-7,-21,10,-8,-4,-3,-3
COc1ccccc1-c1csc(C(O)(c2ccccc2)C(F)(F)F)n1 (stereo not drawn),-20,-3,8,-13,.,.,12,-3,1,-2,-3
CCOC(=O)c1ccccc1OC(=O)NNc1ccccc1,12,41,-15,-35,-13,1,-11,-11,29,27,-7
O=C1CCCN1CCC(=O)N1CCCC(N2CCN(c3ccccc3F)CC2)C1 (stereo not drawn),-9,-16,-16,-1,-2,-16,0,-2,14,5,7
# Remaining list, next part:
SMILES,LRH-1 inv ag,NCOA3 inh,TRAIL sens C8,NCOA2 inhibitor,EBV LMP1 NFkB,TLR9-MyD88 block,TROY signal inh,NOD2 RIPK2 PPI,NCOA1 inh,Vif imaging,COUP-TFII inh
COc1ccccc1C(=O)NCC(=O)OC(C)C(=O)N1CCOCC1 (stereo not drawn),8,-12,-7,-15,-5,14,11,10,2,.,0
COc1ccc(C(=O)N=C2SC3CS(=O)(=O)CC3N2c2ccc(N(C)C)cc2)cc1OC (stereo not drawn),0,8,-2,9,15,-15,-2,-5,-15,0,-15
O=C(CSc1nnc(NC(=O)c2cccc(Br)c2)s1)NCC1CCCO1 (stereo not drawn),-2,15,32,-23,-11,-11,-25,-4,-130,2,-17
CCN(C(=O)c1coc(=O)c(Br)c1)c1ccc2c(c1)OCO2,9,-10,-5,9,-5,2,-14,0,5,-7,-8
O=C1c2cccc(Cl)c2C(=O)N1c1ccccn1,17,7,2,-3,.,.,4,-6,-7,2,11
Cc1nn(-c2cc(N3CCCCC3)ccc2[N+](=O)[O-])c(=O)c2ccccc12,10,-3,14,1,4,-4,-9,10,-10,0,4
Cn1c2ccccc2c2nnc(SCCN3CCOCC3)nc21,0,-20,1,-16,-1,-4,8,1,-42,1,3
Cc1cc(Nc2ccccc2N2CCOCC2)n2ncnc2n1,12,1,3,8,5,0,-4,-5,-2,8,-25
